Screens deposited in PubChem BioAssay by several laboratories.
LRH-1 inv ag – NR5A2 inverse agonism in reporter assay; AID 602396; O00482; HEK293T StAR-luciferase reporter, LRH-1 transfected, 24 h; 360,000 tested, 0.13% active; inhibition, % at 3.6 µM;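 active = inhibition above the mean inhibition of all tested compounds plus 3 SD, cut at about 73% in these data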;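 also: 0% = DMSO wells and 100% = reporter-only cells lacking LRH-1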
NCOA1 inh – inhibitors of human steroid receptor coactivator 1 (SRC1); 360,000 tested, 0.12% active; Q15788; inhibition, % at 3.6 µM; AID 588354; HEK293 GAL4-SRC1 luciferase reporter, luminescence;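 active = inhibition above the campaign mean plus 3 SD, with each screening campaign given its own cutoff, cut at about 60% in these data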;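 also: 0% = DMSO treated cells and 100% = gossypol at 36 µM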
NR2F2 inh – blocks human COUP-TFII nuclear receptor | P24468 | HEK293T NGFI-A luciferase reporter, luminescence | inhibition, % at 8.6 µM | 370,000 tested, 0.7% active | AID 686940;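 active = inhibition above a per-plate cutoff, mean inhibition of test wells between control levels plus 3 SD, cut at about 38% in these data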;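 also: cells cotransfected with COUP-TFII expression vector driving the NGFI-A reporter; 0% = median of COUP-TF2 test wells and 100% = reporter-only cells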
SRC3 inh – inhibits human SRC3 coactivator. AID 588352. Q9Y6Q9. 360,000 tested, 0.17% active. HEK293 GAL4-SRC3 luciferase reporter, luminescence. inhibition, % at 3.6 µM;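 active = inhibition above a per-campaign cutoff, the mean of all compounds plus 3 SD, cut at about 60% in these data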;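 also: 0% = DMSO-treated cells and 100% = gossypol-treated cells at 36 µM; higher means less SRC3-driven luciferase light from the GAL4 reporter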
NOD2 RIPK2 PPI – blocks binding of human NOD2 to RIPK2 | CHO BLA complementation NOD2-RIPK2, CCF4 ratio | inhibition, % at 4.98 µM | 360,000 tested, 0.38% active | AID 624267; in the data active = inhibition above about 21%;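 also: 0% = vehicle only and 100% = reference blocker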
LMP1 NFkB inh – Epstein-Barr LMP1 NF-kappaB reporter inhibition; LMP1-induced NF-kappaB luciferase reporter cells, luminescence; inhibition, % at 12.5 µM; 350,000 tested, 0.69% active; AID 504558; in the data active = inhibition above about 41%;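 also: 0% = neutral control wells and 100% = reference inhibitor control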
SRC2 inh – human SRC2 (NCOA2) inhibition. 370,000 tested, 0.17% active. AID 651957. inhibition, % at 9 µM. Q15596. HEK293 GAL4-SRC2 luciferase reporter, luminescence;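 active = inhibition above the mean inhibition of all tested compounds plus 3 SD, set per campaign, cut at about 52% in these data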;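 also: 0% = DMSO treated cells and 100% = cells given Gossypol at 36 µM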
ABHD5 PLIN5 PPI – blocks binding of human ABHD5 to perilipin-5 | Q00G26+Q8WTS1 | inhibition, % at 4 µM | AID 602281 | Split G. princeps luciferase complementation, luminescence, 4 h | 360,000 tested, 0.78% active;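 active = inhibition above the mean inhibition across every tested compound plus 3 SD, cut at about 22% in these data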;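 also: 0% = DMSO only wells and the 100% control is not disclosed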
Target sequence (Q00G26 whole entry, looked up): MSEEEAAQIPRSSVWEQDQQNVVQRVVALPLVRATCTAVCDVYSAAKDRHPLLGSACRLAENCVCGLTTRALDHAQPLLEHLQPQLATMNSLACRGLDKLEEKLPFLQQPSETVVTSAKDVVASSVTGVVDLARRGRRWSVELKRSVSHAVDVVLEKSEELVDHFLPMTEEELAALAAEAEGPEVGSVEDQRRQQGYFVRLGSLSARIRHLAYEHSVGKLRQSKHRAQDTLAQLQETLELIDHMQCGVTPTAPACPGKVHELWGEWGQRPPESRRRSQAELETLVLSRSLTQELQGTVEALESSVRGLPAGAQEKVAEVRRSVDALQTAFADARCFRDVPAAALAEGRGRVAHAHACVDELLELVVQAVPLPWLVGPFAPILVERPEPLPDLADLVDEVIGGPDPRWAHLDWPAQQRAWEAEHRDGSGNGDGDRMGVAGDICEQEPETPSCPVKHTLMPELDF
Target sequence (Q8WTS1 whole entry, looked up): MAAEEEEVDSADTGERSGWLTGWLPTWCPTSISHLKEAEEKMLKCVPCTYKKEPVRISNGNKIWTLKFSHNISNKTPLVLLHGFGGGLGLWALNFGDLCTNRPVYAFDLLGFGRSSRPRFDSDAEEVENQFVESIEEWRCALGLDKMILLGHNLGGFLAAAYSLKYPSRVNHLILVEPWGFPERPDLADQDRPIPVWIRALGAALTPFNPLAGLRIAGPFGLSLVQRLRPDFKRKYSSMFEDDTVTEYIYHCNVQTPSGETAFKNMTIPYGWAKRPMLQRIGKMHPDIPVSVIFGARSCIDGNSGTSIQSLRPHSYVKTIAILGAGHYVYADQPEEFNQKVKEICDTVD
MC4R antagonist – antagonists of human melanocortin 4 receptor (MC4R); inhibition, % at 6.5 µM; P32245; MC4R-expressing cells, MTII-stimulated cAMP, LANCE TR-FRET; 360,000 tested, 0.48% active;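 active = inhibition above its plate's cutoff, the mean of tested wells on that plate plus 3 SD, cut at about 29% in these data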;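 also: 0% = Melanotan II alone and 100% = Melanotan II plus saturating MCL0020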
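Assay system: U2OS cells stably expressing human melanocortin 4 receptor (MC4R) / Dosing: 6.5 µM / Timing: compound 30 min, challenge 1 h, detection 1 h / Measured by: Eu-cAMP/anti-cAMP TR-FRET, emission 671 nm / Replicates: singlicate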
MC4R barr agon – human MC4R agonism via beta-arrestin; P32245; U2OS MC4R beta-arrestin complementation, luminescence; percent of melanotan II response, DMSO zero; activation, % at 8.9 µM; 360,000 tested, 0.98% active;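 active = activation above a per-plate cutoff, the mean activation of sample wells on that plate plus 3 SD, cut at about 8% in these data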
TLR9-MyD88 block – TLR9-MyD88 interaction inhibition; CHO BLA complementation TLR9-MyD88, CCF4 FRET ratio; inhibition, % at 4.98 µM; 340,000 tested, 0.21% active; Q9NR96+Q99836;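 active = inhibition above the mean over all tested compounds plus 3 SD, cut at about 21% in these data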;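 also: 0% = DMSO only wells and 100% = clavulanate BLA inhibitor control wells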
* = called active by the depositor; . = not tested or not shown. An excerpt; rates above refer to the full screens.

SMILES	LRH-1 inv ag	NCOA1 inh	NR2F2 inh	SRC3 inh	NOD2 RIPK2 PPI	LMP1 NFkB inh	SRC2 inh	ABHD5 PLIN5 PPI	MC4R antagonist	MC4R barr agon	TLR9-MyD88 block
Cc1ccc(C)c(OCC(=O)Nc2ccccc2N2CCCC2)c1	-5	-27	-11	5	-13	4	-3	-3	2	-0.2	10
CCOc1cc(/C=N/NC(=O)OC)ccc1OCCSc1ccc(Cl)cc1	-5	-8	8	11	8	6	-5	-4	12	4.2	-1
CCC(=O)Nc1ccc(-c2nnc(SCC(=O)NCC3CCCO3)n2C)cc1 (stereo unspecified)	-4	-3	18	2	-9	2	1	2	-2	-0.7	-7
O=C(NCCNc1cc(Cl)ccc1[N+](=O)[O-])c1ccco1	-6	-2	2	11	-3	-1	-1	-5	2	-3.5	-3
Cc1ccc(NC(=O)C2CCCC2)cc1S(=O)(=O)N1CCOCC1	-3	5	-21	-18	-7	5	-10	-1	-1	0.1	-3
Cc1nc2cc(S(=O)(=O)N3CCC(C(=O)O)CC3)ccc2n1C1CCCC1	11	3	15	4	1	-1	-22	-4	-7	-0.3	8
O=C(/C=C/c1ccccc1)N1CCC(N2CCC(C(=O)N3CCOCC3)CC2)CC1	8	-19	9	2	5	2	15	-4	25	-1.1	9
c1cc(-c2cc3cc(N4CCOCC4)ccc3o2)cs1	-176	-125	-40	-75	-1	3	-81	-5	0	-0.7	-2
CC(=O)N1CCN(C(=O)c2cc(-c3cccc4ccccc34)nc3ccccc23)CC1	10	8	7	10	-3	1	-9	2	14	0.0	-9
Cc1nc(-c2ccc(NC(=O)/C=C\C(=O)O)cc2)cs1	-32	-45	-13	-11	7	-5	-29	6	-4	-3.6	-9

The last 2 compounds of the section before lead into the next:
SMILES	LRH-1 inv ag	NCOA1 inh	NR2F2 inh	SRC3 inh	NOD2 RIPK2 PPI	LMP1 NFkB inh	SRC2 inh	ABHD5 PLIN5 PPI	MC4R antagonist	MC4R barr agon	TLR9-MyD88 block
CC(=O)N1CCN(C(=O)c2cc(-c3cccc4ccccc34)nc3ccccc23)CC1	10	8	7	10	-3	1	-9	2	14	0.0	-9
Cc1nc(-c2ccc(NC(=O)/C=C\C(=O)O)cc2)cs1	-32	-45	-13	-11	7	-5	-29	6	-4	-3.6	-9
COc1ccccc1OCC(=O)NCCSCc1ccccc1Cl	-25	-21	-12	-17	-9	10	0	-7	0	-0.1	-3
COc1ccc(-c2c(-c3ccc(OC)c(C)c3O)n[nH]c2C)cc1	15	4	7	-3	-1	-4	3	-13	0	7.7	3
O=C(O)c1ccn2c(C(=O)c3ccc(Cl)cc3)c(-c3ccccc3)cc2c1	15	-24	-8	12	5	5	4	-5	3	0.1	8
Nc1ccc(C(=O)OCC(=O)Nc2ccc([N+](=O)[O-])cc2C(F)(F)F)cc1	14	7	-11	9	-5	3	-21	6	5	-1.7	1
CC(C)(C)OC(=O)N1CCC[C@H]1c1nnc(SCc2ccccc2Cl)o1	-3	2	15	-6	-4	-1	-9	-5	-1	-0.5	-9
CCN1CCN(Cc2c(O)ccc3c2O/C(=C\c2ccccc2)C3=O)CC1	2	11	12	19	27*	6	10	5	-2	1.5	21*
Cc1c(CN2CCCC(C(=O)Nc3cccc(-n4cccn4)c3)C2)cnn1C (stereo unspecified)	2	13	-8	8	-8	-5	9	-6	-5	-2.3	3
COc1ccc(C(=O)/C=C/c2ccc(O)cc2)c(O)c1CC=C(C)C	-2	2	7	-1	3	4	-39	-16	2	-0.9	5
c1cc2nnnn2nc1N1CCCCC1	3	-27	9	10	-5	-12	-22	-4	6	0.1	-1
CNC(=S)N/N=C(\C)c1ccc(Cl)s1	4	11	-4	10	0	8	5	-3	-2	-2.3	-6

Record cards, as listed above. Order of screens: LRH-1 inv ag	NCOA1 inh	NR2F2 inh	SRC3 inh	NOD2 RIPK2 PPI	LMP1 NFkB inh	SRC2 inh	ABHD5 PLIN5 PPI	MC4R antagonist	MC4R barr agon	TLR9-MyD88 block
COc1ccc(-c2c(-c3ccc(OC)c(C)c3O)n[nH]c2C)cc1 is entered as 15	4	7	-3	-1	-4	3	-13	0	7.7	3
CC(C)(C)OC(=O)N1CCC[C@H]1c1nnc(SCc2ccccc2Cl)o1 is entered as -3	2	15	-6	-4	-1	-9	-5	-1	-0.5	-9
O=C(O)c1ccn2c(C(=O)c3ccc(Cl)cc3)c(-c3ccccc3)cc2c1 is entered as 15	-24	-8	12	5	5	4	-5	3	0.1	8
Nc1ccc(C(=O)OCC(=O)Nc2ccc([N+](=O)[O-])cc2C(F)(F)F)cc1 is entered as 14	7	-11	9	-5	3	-21	6	5	-1.7	1
c1cc2nnnn2nc1N1CCCCC1 is entered as 3	-27	9	10	-5	-12	-22	-4	6	0.1	-1

(more compounds)
SMILES	LRH-1 inv ag	NCOA1 inh	NR2F2 inh	SRC3 inh	NOD2 RIPK2 PPI	LMP1 NFkB inh	SRC2 inh	ABHD5 PLIN5 PPI	MC4R antagonist	MC4R barr agon	TLR9-MyD88 block
N/C(=N\OC(=O)COc1ccc([N+](=O)[O-])cc1)c1cccnc1	5	-3	-22	3	-7	-6	12	1	-2	-0.3	3
Cc1ccc(N(CC(O)CN2CCCC2)S(=O)(=O)c2ccccc2)cc1 (stereo unspecified)	-2	-4	13	-14	-5	-4	1	19	-8	-1.2	-5
CCCn1nnnc1SCC(=O)N1CCCCC1	-22	1	-12	-28	-5	0	-12	-2	4	-0.7	-2
O=C(NC(=S)NCCCN1CCOCC1)c1ccc(Br)cc1	-1	1	2	5	-8	1	-16	-1	-3	-2.3	9
CCCc1nnc(NC(=O)c2ccc(N3C(=O)C4C5C=CC(C5)C4C3=O)cc2)s1 (stereo unspecified)	-25	3	7	-15	-9	6	-7	10	2	2.3	7
CN(C)C(C)(C)/C=C/C(O)(c1ccccc1)c1ccccc1	-8	-23	-8	8	-3	7	-23	3	5	-2.1	-7
CSc1nc2ccc(S(=O)(=O)N3CCCCC3)cc2s1	-9	9	14	10	-16	7	3	-1	-1	-2.5	-1
CC1=NN(c2ccccc2)C(=O)C1c1ccccc1 (stereo unspecified)	-13	-2	0	4	-15	3	-3	5	6	-1.4	3
CCOc1cc(C(=S)N2CCOCC2)ccc1OC(=O)c1cccc(C)c1	-4	-11	6	9	-2	-4	18	2	9	-0.9	-2
O=C(Nc1ccccn1)[C@@H]1CCC(=O)N1C(=O)OCc1ccccc1	7	-24	-7	3	-12	-1	-13	3	-2	0.5	9
OC(CN1CCN(C(c2ccccc2)c2ccccc2)CC1)c1ccc(Br)cc1 (stereo unspecified)	5	-23	-10	-7	-10	0	13	-9	8	4.6	-6
Cc1ccc(N=c2ssnc2Cl)cc1	1	0	-2	8	-1	-3	0	9	8	-1.7	-5
Oc1ccc(Br)cc1C=Nc1ccc2[nH]ncc2c1	17	14	-2	13	8	-2	15	0	9	2.0	4
O=C1c2ccccc2NC2(CCCC2)N1N=C1CCCC1	-77	-38	-22	-29	-11	6	-26	4	-2	0.1	-6
Cc1cccc(C)c1NC(=O)c1sccc1SCC#N	-7	5	-4	-3	1	0	7	4	0	-2.9	1
CCCn1c(SCC(=O)NC(=O)Nc2ccc(C)cc2C)n[nH]c1=O	14	-5	8	7	-6	9	-18	1	8	1.6	2
O=c1c2ccccc2ncn1-c1ccccc1[N+](=O)[O-]	25	3	2	5	-18	12	11	3	-5	-1.9	10
Cc1ccc(OCC(=O)N/N=C\c2c(C)[nH]n(-c3ccccc3)c2=O)c([N+](=O)[O-])c1	-1	9	-8	21	-4	23	11	-9	4	-4.3	5
CNC(=S)N1N=C(c2ccc(Br)cc2)CC1c1ccc(N(C)C)cc1 (stereo unspecified)	8	-14	6	-3	-1	5	3	3	12	-1.0	9
c1ccc2c(c1)nc(Nc1ccc(N3CCCCC3)cc1)c1nncn12	-7	-3	-21	-4	15	32	5	-5	-8	-0.2	-10
O=C(NCc1ccc(Cl)cc1)c1ccccc1CCc1ccccc1	22	8	-6	18	-3	-3	6	0	2	2.2	12
Cc1cccc(NCC(=O)N/N=C\c2ccc[nH]2)c1	18	-1	2	-2	-6	3	5	10	7	0.1	-6
Cc1n[nH]c(=O)c2c(NC(=O)COC(=O)c3cccc(OC(F)F)c3)oc(C)c12	17	-15	14	-5	-6	-2	-31	18	3	2.0	1
COc1ccc(OCC(=O)NNC(=O)Nc2cccc(Cl)c2)cc1	12	-3	13	-4	3	2	4	-5	10	-1.1	-10
COc1ccc(Cl)cc1C(=O)NNC(=S)NC(=O)c1cc(-c2ccccc2)nc2ccccc12	-2	-2	-3	6	-4	-5	-5	-10	1	-2.9	0
Cc1cc(N2C(=O)C3CC=CCC3C2=O)cc(C)c1Br (stereo unspecified)	3	-16	0	-11	0	8	-4	7	24	-1.6	-2
COc1cc(S(=O)(=O)N2CCN3CCCC3C2)ccc1-n1cnnn1 (stereo unspecified)	3	9	2	-10	7	0	-10	2	-2	-1.3	-8
O=C(CCn1c(=O)oc2ccccc21)N1CCc2ccccc21	-7	-20	-1	-10	-4	-16	-30	1	20	3.0	-1
O=C(Nc1ccccc1)c1ccc(-n2cnnn2)cc1	-35	-42	-16	-18	-9	2	-23	1	1	-1.2	-10
Cc1cc2cc(CN3C(=O)c4ccccc4C3=O)ccc2[nH]1	-15	4	0	15	-4	9	-4	2	1	-3.0	-13
COC(=O)CCCC1=CC2=CC(=O)C(C)(OC(=O)c3cccs3)C(=O)C2=CN1CC1CC1 (stereo unspecified)	10	-10	-3	-9	3	-3	-6	-2	1	-1.7	1
Cc1sc(NC(=O)Nc2ccccc2)c(C(N)=O)c1C	-95	-86	-27	-78	-5	-17	-47	-3	21	-0.5	0
Cn1c(CN2CCN(C(=O)c3ccc(F)cc3)CC2)nc2cc([N+](=O)[O-])ccc21	4	6	0	19	-11	9	-3	-6	26	2.3	4
CCOc1ccc(C2=CC(c3ccccc3)n3ncnc3N2)cc1 (stereo unspecified)	8	-16	.	0	42*	6	.	-1	-2	-1.1	34*
COCC(=O)Nc1ccc(Nc2ccccc2)cc1	-24	-8	-3	-10	0	4	-38	-2	9	1.3	-12

Part of the list above in order of SMILES length, rising:
SMILES	LRH-1 inv ag	NCOA1 inh	NR2F2 inh	SRC3 inh	NOD2 RIPK2 PPI	LMP1 NFkB inh	SRC2 inh	ABHD5 PLIN5 PPI	MC4R antagonist	MC4R barr agon	TLR9-MyD88 block
COCC(=O)Nc1ccc(Nc2ccccc2)cc1	-24	-8	-3	-10	0	4	-38	-2	9	1.3	-12
Cn1c(CN2CCN(C(=O)c3ccc(F)cc3)CC2)nc2cc([N+](=O)[O-])ccc21	4	6	0	19	-11	9	-3	-6	26	2.3	4
COC(=O)CCCC1=CC2=CC(=O)C(C)(OC(=O)c3cccs3)C(=O)C2=CN1CC1CC1 (stereo unspecified)	10	-10	-3	-9	3	-3	-6	-2	1	-1.7	1
